# From PubChem BioAssay
# rmGlu8 calcium flux – rat mGlu8 modulation via Gqi9 calcium signal, confirmation, counter-screen for GIRK activator project, cell-based, HEK293 rmGlu8, Gqi9 chimera | Metabotropic glutamate receptor 8 (Rattus norvegicus) | HEK293 rmGlu8/Gqi9 calcium flux, Fluo-4 fluorescence; glutamate at EC20 added after compound | calls only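 (single compound addition from 20 µM solution with 0.2% DMSO)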 | hit rate 4% among 2,100;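 active means calcium fluorescence trace judged by eye to show a response, as agonist, enhancer of the glutamate response, or inhibitor; inactive means trace judged by eye to show no response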
#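 System – HEK-293 cells stably expressing rat mGlu8, plus transient chimeric Gqi9 · Medium – HEPES-buffered HBSS, pH 7.4 · Also added – EC20 glutamate · Compound – one dose, 20 µM addition solution, 0.2% DMSO · Times – compound 4 min before glutamate, then 2 min recording · Measured by – Fluo-4 calcium fluorescence sampled at 1 Hz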
# Calls only; i = inactive; + = active, no number.
smiles,rmGlu8 calcium flux
O=C(CSc1ccc2ccccc2c1Br)Nc1cccc(S(=O)(=O)NC2=NCCCCC2)c1,i
O=C(NCCCn1ccnc1)Nc1ccc(Cl)c(Cl)c1,i
CCNC(=S)N/N=C/c1c(Cl)cccc1Cl,i
Cc1c(C2Nc3ccccc3NC3=C2C(=O)CC(C)(C)C3)cnn1C (stereo not given),i
CCCCc1cc(=O)oc2cc(C)cc(O)c12,i
Cc1cccc(C(=O)NC(=S)NNC(=O)c2ccccc2Cl)c1,+
COc1cc(/C=C2\SC(=S)NC2=O)ccc1OS(=O)(=O)c1ccccc1,+
CC1(C)Cc2ccccc2C(/C(=N\Nc2cccc(Cl)c2)C(N)=O)=N1,i

# A draw from above in order of length of the SMILES, highest first:
smiles,rmGlu8 calcium flux
O=C(CSc1ccc2ccccc2c1Br)Nc1cccc(S(=O)(=O)NC2=NCCCCC2)c1,i
CC1(C)Cc2ccccc2C(/C(=N\Nc2cccc(Cl)c2)C(N)=O)=N1,i
Cc1c(C2Nc3ccccc3NC3=C2C(=O)CC(C)(C)C3)cnn1C (stereo not given),i
Cc1cccc(C(=O)NC(=S)NNC(=O)c2ccccc2Cl)c1,+
O=C(NCCCn1ccnc1)Nc1ccc(Cl)c(Cl)c1,i
CCNC(=S)N/N=C/c1c(Cl)cccc1Cl,i

# Next records follow.
smiles,rmGlu8 calcium flux
CCOc1ccccc1C1CC(=O)NC(SCC)=C1C#N (stereo not given),i
CN(C)CCNc1nc2c(c(=O)[nH]c(=O)n2C)n1CCCc1ccccc1,i
COC(=O)c1c(NC(=S)Nc2ccc(F)cc2[N+](=O)[O-])sc2c1CCCCC2,i
CCN(CC)CCCn1c(=S)[nH]c2cc(Cl)ccc2c1=O,i
CCOc1cc(C(=O)NCc2ccncc2)cc(OCC)c1OCC,i
O=C(c1ccccc1CCc1ccccc1)N1CCN(c2ccccn2)CC1,i
O=C(NCc1ccccc1)C(=O)Nc1nc(C23CC4CC(CC(C4)C2)C3)cs1,i
CCOC(=O)Cc1csc(NC(=S)NC(=O)c2ccccc2Br)n1,i

# Gathered by group, those above containing a carbonyl joined to an NH by a bond outside any ring.
smiles,rmGlu8 calcium flux
O=C(CSc1ccc2ccccc2c1Br)Nc1cccc(S(=O)(=O)NC2=NCCCCC2)c1,i
O=C(NCCCn1ccnc1)Nc1ccc(Cl)c(Cl)c1,i
Cc1cccc(C(=O)NC(=S)NNC(=O)c2ccccc2Cl)c1,+
CC1(C)Cc2ccccc2C(/C(=N\Nc2cccc(Cl)c2)C(N)=O)=N1,i
CCOc1cc(C(=O)NCc2ccncc2)cc(OCC)c1OCC,i
O=C(NCc1ccccc1)C(=O)Nc1nc(C23CC4CC(CC(C4)C2)C3)cs1,i
CCOC(=O)Cc1csc(NC(=S)NC(=O)c2ccccc2Br)n1,i

# (more compounds)
> CC(C)CC(=O)NC(=S)N(Cc1ccccc1)Cc1ccccc1
  rmGlu8 calcium flux: i

> COc1ccc(N/C(C)=C2/C(=O)C(=O)N(CCO)C2c2ccc(Br)cc2)cc1 (stereo not given)
  rmGlu8 calcium flux: i

> CCOc1ccccc1N1CCN(C(=O)c2cc3c(s2)CCC3)CC1
  rmGlu8 calcium flux: i

> Cc1cc(C)c2nc(SCC(=O)NCCC3=CCCCC3)cc(C)c2c1
  rmGlu8 calcium flux: i

> O=C(N/N=C1/C(=O)c2cccc3cccc1c23)c1ccc(Cl)cc1
  rmGlu8 calcium flux: i

> Fc1cccc2sc(Nc3nnc(-c4ccccc4)o3)nc12
  rmGlu8 calcium flux: i

> CC(C)(C)c1nn(-c2ccccc2)c2[nH]c(=O)c(CNCc3ccc4c(c3)OCO4)cc12
  rmGlu8 calcium flux: i

> CC1CCCC(NC(=S)Nc2ccc(SC(F)F)cc2)C1C (stereo not given)
  rmGlu8 calcium flux: i

> COC(=O)COc1ccc(S(=O)(=O)Nc2ccccc2C(=O)OC)cc1
  rmGlu8 calcium flux: i

> CC(/C=C/c1ccccc1)=N/NC(=O)c1cc([N+](=O)[O-])cc([N+](=O)[O-])c1
  rmGlu8 calcium flux: i

> CC1=NN(C(N)=S)C(=O)C1N=Nc1ccc(C)cc1C (stereo not given)
  rmGlu8 calcium flux: i

> CC1=NN(/C(=N\c2nnc(C)s2)Nc2ccccc2)[C@H](c2cccc3ccccc23)S1
  rmGlu8 calcium flux: i

> CCN(CC)S(=O)(=O)c1cccc(S(=O)(=O)c2cccc(S(=O)(=O)N(CC)CC)c2)c1
  rmGlu8 calcium flux: i

> O=C(c1ccc(CS(=O)(=O)c2ccc(Br)cc2)o1)N1CCN(c2ncccn2)CC1
  rmGlu8 calcium flux: i

# A portion of the library; the hit share may differ from the screen's.
